M4 PAM = potentiates acetylcholine response at human M4 receptor | P08173 | CHO-K1 hM4/Gqi5, Fluo-8 calcium fluorescence, ACh EC20; 0% = ACh EC20, 100% = maximal ACh | activation, % at 3 µM | 360,000 tested, 0.4% active | AID 624126;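 active = activation above its plate's cutoff, the mean activation of sample wells plus 3 SD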; also: some results filed as inactive read as strong as hits
CHRM5 antagonist = antagonists of human muscarinic M5 receptor (CHRM5); P08912; CHO-hM5 cells, Fluo-8 calcium fluorescence, ACh EC80; inhibition, % at 3 µM; 360,000 tested, 0.59% active; AID 624040;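 active = inhibition above a per-plate cutoff, the mean of that plate's test compounds plus 3 SD, cut at about 27% in these data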;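 also: 0% = acetylcholine EC80 with DMSO and 100% = DMSO without agonist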
Target sequence (P08912 whole entry, looked up): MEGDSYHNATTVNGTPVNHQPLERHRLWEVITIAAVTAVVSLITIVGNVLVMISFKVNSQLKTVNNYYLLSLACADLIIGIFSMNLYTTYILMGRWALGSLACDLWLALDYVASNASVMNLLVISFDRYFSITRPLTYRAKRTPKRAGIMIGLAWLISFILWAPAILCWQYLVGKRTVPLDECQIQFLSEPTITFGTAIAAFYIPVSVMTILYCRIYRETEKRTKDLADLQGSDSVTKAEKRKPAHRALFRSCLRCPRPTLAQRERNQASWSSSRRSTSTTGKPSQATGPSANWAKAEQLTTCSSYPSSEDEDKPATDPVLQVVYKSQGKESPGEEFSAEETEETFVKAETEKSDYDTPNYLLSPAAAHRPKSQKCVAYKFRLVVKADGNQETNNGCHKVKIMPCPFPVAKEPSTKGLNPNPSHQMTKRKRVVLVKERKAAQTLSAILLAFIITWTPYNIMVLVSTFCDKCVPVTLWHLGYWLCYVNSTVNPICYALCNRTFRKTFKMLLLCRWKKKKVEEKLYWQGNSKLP
CHRM1 PAM = potentiates human M1 receptor response to acetylcholine. P11229. activation, % at 3 µM. CHO-K1 hM1, Fluo-8 calcium fluorescence, ACh EC20; 0% = ACh EC20, 100% = maximal ACh. 360,000 tested, 0.088% active; in the data active = activation above about 19%, passing the limit was not always enough
Target sequence (P11229 whole entry, looked up): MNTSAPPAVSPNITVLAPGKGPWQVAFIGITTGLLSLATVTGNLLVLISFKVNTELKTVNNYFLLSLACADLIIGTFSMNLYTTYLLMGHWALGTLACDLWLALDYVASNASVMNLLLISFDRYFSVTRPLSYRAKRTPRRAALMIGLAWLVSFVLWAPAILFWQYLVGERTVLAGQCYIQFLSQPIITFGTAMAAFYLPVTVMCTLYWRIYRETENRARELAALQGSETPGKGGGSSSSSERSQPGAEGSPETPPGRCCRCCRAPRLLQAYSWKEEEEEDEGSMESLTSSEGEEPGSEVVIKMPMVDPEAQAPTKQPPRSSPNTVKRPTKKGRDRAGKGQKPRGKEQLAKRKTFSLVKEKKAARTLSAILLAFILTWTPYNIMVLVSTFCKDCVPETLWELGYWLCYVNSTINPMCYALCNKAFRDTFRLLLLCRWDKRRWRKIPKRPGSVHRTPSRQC
M1 antag = human CHRM1 antagonism | inhibition, % at 3 µM | 360,000 tested, 1.3% active | P11229 | CHO-K1 hM1, Fluo-8 calcium fluorescence, ACh EC80 antagonist | AID 588852;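 active = percent inhibition above its own plate's cutoff, namely the mean of that plate's compound wells plus 3 SD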;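 also: peak over basal fluorescence ratio during 140 s after agonist addition; 0% = ACh EC80 plus DMSO and 100% = DMSO alone without agonist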
CHRM4 agonist = agonists of human muscarinic M4 receptor (CHRM4) | activation, % at 3 µM | CHO-K1 hM4/Gqi5, Fluo-8 calcium fluorescence; vehicle 0%, full acetylcholine response 100% | 360,000 tested, 0.14% active;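 active = activation above the run mean over all test wells plus 3 SD, cut at about 32% in these data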;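 also: peak over basal fluorescence ratio per well then scaled between controls; 0% = DMSO wells and 100% = acetylcholine at EC100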
M5 PAM = potentiates acetylcholine response at human M5 receptor. CHO-K1 hM5, Fluo-8 calcium, ACh EC20 PAM; 0% = ACh EC20, 100% = ACh EC100. activation, % at 3 µM. 360,000 tested, 0.3% active. AID 624038. P08912;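 active = activation above the run cutoff, the mean activation of all test compounds plus 3 SD, cut at about 18% in these data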
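Assay system: CHO-K1 hM5 cells. Also added: acetylcholine at EC20 concentration, added after compound. Dosing: 3 µM, single dose. Times: compound preincubation 140 s before EC20 acetylcholine addition. Signal: Fluo-8 calcium fluorescence. Measure: % activation relative to EC20 and EC100 ACh responses. Repeats: singlicate, one well per test compound.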
M4 antag = blocks acetylcholine activation of human M4 receptor | 360,000 tested, 0.73% active | P08173 | CHO-hM4 cells, ACh EC80, Fluo-8 calcium fluorescence | AID 624125 | inhibition, % at 3 µM;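 active = inhibition above its plate's cutoff, the mean inhibition of sample wells plus 3 SD, cut at about 27% in these data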;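 also: 0% = acetylcholine EC80 with DMSO and 100% = DMSO without agonist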
M5 ag = agonists of human muscarinic M5 receptor (CHRM5); P08912; CHO-K1 hM5 cells, Fluo-8 calcium fluorescence; 0% DMSO wells, 100% maximal acetylcholine response; activation, % at 3 µM; 360,000 tested, 0.19% active; AID 624037;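 active = activation above the run's mean over test compounds plus 3 SD, cut at about 23% in these data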;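 also: signal is peak over basal fluorescence ratio across the kinetic read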
CRFBP-R2 agonist = CRF-BP/CRF-R2 complex agonism; HEK293 CRF-R2/CRF-BP, calcium dye fluorescence (FLIPR); percent of saturating CRF peptide response; activation, % at 13.2 µM; 350,000 tested, 0.46% active; AID 588473;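 active = activation of at least 50%, plus an integration ratio under a set limit after plate pattern correction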;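 also: plate controls were neutral control wells without compound for no effect and CRF at EC100 for full effect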
* hit, by the source's call; nt = no result given.

M4 PAM,CHRM5 antagonist,CHRM1 PAM,M1 antag,CHRM4 agonist,M5 PAM,M4 antag,M5 ag,CRFBP-R2 agonist,Compound
0,9,7,-10,2,-3,2,3,3.8,O=C(Nc1ccc(NC(=O)c2ccco2)nc1)c1ccco1
-9,6,-2,-5,8,-14,-1,3,1.7,COc1ccc(N(CC(=O)NCCSCc2ccco2)S(=O)(=O)c2ccccc2)cc1
1,-2,6,-7,1,3,6,-3,-2.2,COc1ccc(NC2CCCN(C(=O)c3cn(C)c4ccccc34)C2)cc1 (centres undefined)
7,-3,6,-7,0,0,-5,0,3.8,O=C(O)Cn1cc2c(n1)CCCCC2
9,-14,5,-2,0,0,-2,-1,0.4,Cc1[nH][nH]c(=O)c1C(c1ccc(-c2cccc(C(=O)O)c2)o1)c1c(C)[nH][nH]c1=O
-4,3,-1,-7,4,-7,0,-4,-1.5,COC1=C(Nc2ccc(OC)cc2)C(=O)c2ccccc2C1=O
-9,7,0,5,1,-1,3,1,0.2,CCOc1ccccc1OCCC(=O)OCC(=O)c1ccc[nH]1
0,9,-3,1,4,-7,-3,-8,0.3,Cn1c(=O)c(C(=O)COc2ccc(F)cc2Cl)c(N)n(Cc2ccccc2)c1=O
8,0,-1,10,3,-4,-5,-3,-7.0,CSc1ccccc1NC(=O)CN(C)C(=O)c1ccc2c(c1)OCCO2
0,-2,6,6,3,4,7,-7,0.5,CC1CCCN(CCCNC(=O)c2cc3c(s2)-c2ccccc2OC3)C1 (centres undefined)
1,-5,12,-12,0,6,2,-8,-1.6,O=C(NCCCn1ccnc1)c1cccc(S(=O)(=O)N2CCCCCC2)c1
-7,25,-16,28,26,-17,16,9,-1.4,O=C(NC(NC(=S)Nc1cc(Cl)ccc1Cl)C(Cl)(Cl)Cl)c1ccco1 (centres undefined)
0,-5,0,-8,2,-1,-13,-2,6.0,COc1ccc(-c2nc(Cn3c(SCc4cccc(F)c4)nc4ccncc43)c(C)o2)cc1OC
8,-3,9,-16,0,5,-16,-1,-2.0,CCOC(CNC(=O)CN1C(=O)COc2ccc(S(=O)(=O)N3CCOCC3)cc21)OCC
3,3,9,-11,2,-2,-1,2,0.8,NS(=O)(=O)c1ccc(NC(=O)COC(=O)c2cc3ccccc3cc2O)cc1
4,7,5,-4,2,-7,-9,3,-0.1,CN(CC(=O)Nc1ccccc1C(F)(F)F)C(=O)Cc1ccc(S(=O)(=O)N2CCOCC2)s1
-14,7,-4,0,12,-12,-10,-1,0.4,Cc1ccc(S(=O)(=O)N(C)c2ccc(C(=O)N3CCc4ccccc4C3)cc2)cc1
-10,25,-12,38*,19,-12,4,9,-1.1,O=C(Cc1ccc(S(=O)(=O)N2CCOCC2)s1)N1CCN(c2cccc(C(F)(F)F)c2)CC1
-5,6,0,3,0,4,12,3,-0.1,CCOC(=O)Cn1nnnc1C
-10,-1,-3,-4,0,-3,-8,-4,-0.5,O=C(Nc1ccccc1)O/N=C1\CCCCC1c1ccc([N+](=O)[O-])cc1[N+](=O)[O-] (centres undefined)
9,1,6,0,1,3,8,-3,-0.8,CC1(C)CCCC2=C1CC1C(=O)N(Cc3cccnc3)C(=O)C1C2 (centres undefined)
5,0,1,-6,4,-3,-14,-3,-1.8,O=C(COc1ccc([N+](=O)[O-])cc1)Nc1ccccc1N1CCCC1
1,11,22,-8,0,-4,-3,-3,0.6,COC(=O)COc1ccc2c(=O)c(Oc3ccccc3Br)coc2c1
4,-7,11,-13,3,1,3,-3,-0.1,Cc1ccn2cc(C(=O)NCc3ccco3)nc2c1
-8,-3,2,-9,8,10,37*,-2,3.4,O=C1C=CC(=O)N1c1ccc2c(c1)Cc1cc(F)ccc1-2
-4,-1,7,-10,1,1,6,3,5.8,O=C(Cn1cccn1)N1CCCC(N2CCN(c3ccccc3F)CC2)C1 (centres undefined)
3,0,5,-5,-1,3,-6,1,-1.7,Cc1cc(C)c(S(=O)(=O)N(CC(=O)N2CCCC2)C2CCCCC2)c(C)c1
-2,12,1,-2,5,-5,14,-4,-1.6,COc1ccc(CNC(=O)C2(CC3CC(c4ccccc4)=NO3)CCNCC2)cc1 (centres undefined)
0,-8,9,-4,1,8,-3,1,-1.3,Cc1cccc(N2CCN(S(=O)(=O)c3c(C)noc3/C=C/N(C)C)CC2)c1C
-4,21,2,-2,11,-7,-10,-9,3.9,CCN1CCN(CCCN(Cc2ccco2)C(=S)Nc2ccc(C)c(Cl)c2)CC1
5,-9,0,2,2,1,-2,0,-2.0,S=c1[nH]c(-c2ccccc2)cn1/N=C/c1cccnc1
5,6,3,-5,1,-5,-1,-2,-1.2,CCn1c(C)[n+](CC)c2ccc(C(=O)N(C)c3ccccc3)cc21
0,14,5,0,10,-8,-4,0,-0.2,O=C(NCCS(=O)(=O)NCc1ccccc1Cl)c1ccccc1
-1,0,5,-20,1,7,-8,-5,-1.0,CC(c1ccccc1)n1c(CCCO)nc2ccccc21 (centres undefined)
-2,15,-3,2,4,-9,14,-1,0.6,CCN(CC(=O)NCc1cccs1)C(=O)c1ccc(S(=O)(=O)Nc2ccccc2C)cc1
2,2,20,-25,-1,-2,-3,-1,-0.2,COc1ccc(-c2ccccc2)cc1NC(=O)c1cccs1
-2,5,-3,7,-1,-10,4,2,-0.4,Cc1c(Br)c(=O)oc2c(Br)c(O)c(O)cc12
6,-3,12,-18,0,6,0,-8,-2.4,O=C1c2oc3ccccc3c(=O)c2C(c2cccnc2)N1Cc1ccco1 (centres undefined)
1,4,-3,13,1,-2,-2,1,-0.6,COCn1ccnc1C(=O)c1ccco1
-1,-1,1,1,5,-5,2,-4,-1.1,CCOC(=O)N1CCN(C(=O)CCc2ccc(S(=O)(=O)NCCc3ccccc3)cc2)CC1
0,18,-5,6,0,-7,-10,-3,-0.1,O=C(NC1CCCC1)C(c1ccncc1)N(C(=O)c1csnn1)c1ccccc1F (centres undefined)
-7,3,3,-1,1,1,9,-3,1.1,O=C(CSc1nnc(NC(=O)c2ccc(F)cc2)s1)NC1CC1
8,-7,0,2,0,20*,5,1,-2.5,O=C(Nc1cccc(C(F)(F)F)c1)C(=O)N1CCCCC1
-3,6,8,-9,1,-1,-12,-5,-2.2,O=c1[nH]c(C2CCCN(S(=O)(=O)c3ccccc3F)C2)nc2c1nnn2Cc1ccccc1Cl (centres undefined)
0,-5,14,-14,0,1,-3,-4,-1.8,COCCOC(=O)C1=C(C)NC(=O)CC1c1cc2c(cc1Br)OCO2 (centres undefined)
0,18,-3,8,1,-7,-1,-2,-1.4,CC(=O)Nc1ccc(C2CC(c3ccc(Cl)cc3)=NN2c2ccccc2)cc1 (centres undefined)
-3,-7,-10,17,0,-5,-1,-8,nt,CC1CCCCc2nc3c(c(=O)n21)CCCC3 (centres undefined)
-3,9,-2,-6,2,-1,3,1,-1.0,CCCc1[nH]n(-c2nc3ccccc3s2)c(=O)c1C=NCC1CCCO1 (centres undefined)
0,2,19,-21,0,17,-1,5,2.6,Cc1cc(-n2cnc(-c3cn[nH]c3C)n2)no1
4,4,-10,10,1,-2,2,-1,0.0,C=CCNc1cnn(-c2ccc(C)cc2)c(=O)c1Cl
6,7,-7,19,1,12,1,-2,0.1,CCOC(=O)C1(C)NC(c2ccccc2F)C2C(=O)N(c3cccc(C(C)=O)c3)C(=O)C21 (centres undefined)
-6,9,10,-13,0,1,3,-1,3.0,COc1ccc(OC)c(S(=O)(=O)N2CCN3CCCC3C2)c1 (centres undefined)
0,9,1,7,2,-5,0,0,-0.7,Cc1ccc(NC(=O)CCNC(=O)N2CC(=O)Nc3ccccc32)cc1Cl
0,17,-8,10,9,-9,0,5,-1.4,O=C(C1CCC(=O)N(C2CCCCCC2)C1)N1CCN(c2ccccc2Cl)CC1 (centres undefined)
-1,10,5,-9,1,-1,6,-2,-0.6,CC1(C)CC(=O)N(c2cccc(Cl)c2)C(=O)C1
7,-8,11,-4,3,-5,-15,2,0.6,CCOC(=O)c1c(NC(=O)CN2C(=O)CN(C)C2=O)sc(C)c1C
5,6,-1,-5,1,2,1,-1,3.9,CCOc1ccc(-n2ccnc2SCC(=O)Nc2nnc(C)s2)cc1
-6,7,5,-2,6,-1,5,1,2.9,O=C(Nc1nnc(COc2ccc(F)cc2)s1)c1ccco1
2,1,8,-15,-2,-1,2,1,-2.2,CCn1c(SCC(=O)Nc2ccccc2)nc2c(c1=O)SCC2
7,1,9,-26,2,-2,-16,-2,-2.1,Cc1nn(-c2cc(N3CCOCC3)ccc2[N+](=O)[O-])c(=O)c2ccccc12

Additional entries follow.
M4 PAM,CHRM5 antagonist,CHRM1 PAM,M1 antag,CHRM4 agonist,M5 PAM,M4 antag,M5 ag,CRFBP-R2 agonist,Compound
-5,1,9,-22,2,-3,6,-2,nt,CN(C)CCN1CCN(c2cc(-c3cccc(Cl)c3)nc3ccnn23)CC1
6,7,2,-5,1,-3,0,-4,1.5,CC(=O)c1c(C)[nH]c(C(=O)NCc2ccccn2)c1C
9,6,18,-22,0,0,7,-5,-2.2,CNC(=S)N1CCc2sccc2C1C (centres undefined)
7,-14,3,-9,0,12,8,3,-1.2,CCC(C)N1C(=O)CCC1C(=O)N1CCN(c2ccccc2F)CC1 (centres undefined)
5,-4,-5,0,1,-2,-4,-14,1.0,CCOC(=O)c1cnc2cc(Cl)c(OC)cc2c1NCC1CCCO1 (centres undefined)
-1,9,3,-7,0,3,7,-2,-0.6,Cc1ccc(N(CCO)C(=S)Nc2ccccc2)cc1
12,11,8,-8,1,6,-5,-1,2.8,CC(=O)Nc1sc(C)c(C)c1CN1CCN(Cc2ccccc2)CC1
1,-8,nt,nt,2,5,-4,2,nt,CC(C)(C)OC(=O)N1CCc2onc(-c3ccccc3[N+](=O)[O-])c2C1=O
-5,0,6,4,3,-3,0,2,-0.2,O=C1CC(N2CCC(c3nc4ccccc4o3)CC2)C(=O)N1c1ccc(F)cc1 (centres undefined)
-12,6,-7,15,10,-11,4,5,-0.7,COc1cccc(CN(C)CC(=O)Nc2cccc(C(F)(F)F)c2)c1OC
-4,0,-2,-1,1,-6,-6,-7,1.1,Cc1nn(C)c(C)c1S(=O)(=O)N1CCC(CO)(CC2CCCCO2)CC1 (centres undefined)

Entries from the list above that have a COOH group (two):
M4 PAM,CHRM5 antagonist,CHRM1 PAM,M1 antag,CHRM4 agonist,M5 PAM,M4 antag,M5 ag,CRFBP-R2 agonist,Compound
7,-3,6,-7,0,0,-5,0,3.8,O=C(O)Cn1cc2c(n1)CCCCC2
9,-14,5,-2,0,0,-2,-1,0.4,Cc1[nH][nH]c(=O)c1C(c1ccc(-c2cccc(C(=O)O)c2)o1)c1c(C)[nH][nH]c1=O

3 of the entries above in order of their number in CHRM4 agonist, lowest first.
SMILES | M4 PAM | CHRM5 antagonist | CHRM1 PAM | M1 antag | CHRM4 agonist | M5 PAM | M4 antag | M5 ag | CRFBP-R2 agonist
Cc1[nH][nH]c(=O)c1C(c1ccc(-c2cccc(C(=O)O)c2)o1)c1c(C)[nH][nH]c1=O | 9 | -14 | 5 | -2 | 0 | 0 | -2 | -1 | 0.4
CCOc1ccccc1OCCC(=O)OCC(=O)c1ccc[nH]1 | -9 | 7 | 0 | 5 | 1 | -1 | 3 | 1 | 0.2
Cn1c(=O)c(C(=O)COc2ccc(F)cc2Cl)c(N)n(Cc2ccccc2)c1=O | 0 | 9 | -3 | 1 | 4 | -7 | -3 | -8 | 0.3
